Assay outcomes: PubChem BioAssay, several laboratories
DAGLB inhibitor: DAGLB lipase inhibitors, primary screen, biochemical, fluorescence, HTS | inhibition, % at 5.17 µM | AID 504411, 2011 | Diacylglycerol lipase-beta (Homo sapiens), Q8NCG7 | actives 0.059% (n = 340,000) | HEK293T DAGLB membrane lysate, EnzChek fluorogenic substrate; in the data active means inhibition above about 34%;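 further: 0% = enzyme with vehicle and 100% = wells lacking enzyme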
Target sequence (Q8NCG7 whole entry, looked up): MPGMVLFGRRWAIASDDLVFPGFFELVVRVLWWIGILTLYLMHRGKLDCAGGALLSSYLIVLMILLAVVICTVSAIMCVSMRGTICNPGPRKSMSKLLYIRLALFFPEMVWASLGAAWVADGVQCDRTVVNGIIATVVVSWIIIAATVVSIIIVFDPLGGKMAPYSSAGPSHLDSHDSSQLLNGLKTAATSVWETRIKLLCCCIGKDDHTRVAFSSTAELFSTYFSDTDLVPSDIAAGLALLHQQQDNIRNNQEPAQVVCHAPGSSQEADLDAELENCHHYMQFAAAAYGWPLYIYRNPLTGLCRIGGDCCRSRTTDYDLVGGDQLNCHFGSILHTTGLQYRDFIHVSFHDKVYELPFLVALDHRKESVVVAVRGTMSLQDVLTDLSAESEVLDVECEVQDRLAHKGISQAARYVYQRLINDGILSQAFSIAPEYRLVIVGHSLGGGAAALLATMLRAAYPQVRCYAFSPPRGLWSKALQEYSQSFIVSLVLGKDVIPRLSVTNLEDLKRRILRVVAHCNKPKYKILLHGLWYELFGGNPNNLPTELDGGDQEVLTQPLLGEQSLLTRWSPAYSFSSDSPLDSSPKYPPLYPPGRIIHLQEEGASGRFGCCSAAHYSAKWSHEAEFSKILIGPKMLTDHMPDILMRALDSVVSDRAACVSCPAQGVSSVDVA
CAL PDZ FP: CAL PDZ peptide-binding inhibitors, primary screen, biochemical, fluorescence polarization, Cer-tagged CAL PDZ, HTS. purified CAL PDZ, TMR-peptide fluorescence polarization, 1 h. actives 0.02% (n = 330,000). Golgi-associated PDZ and coiled-coil motif-containing protein (Homo sapiens), Q9HD26. AID 504414, 2011. inhibition, % at 20 µM;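 active means highest replicate inhibition of at least 40%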;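 further: plate controls were DMSO neutral control wells for no effect and unlabeled competitor peptide control wells for full effect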
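Material: tagged CAL PDZ protein CerCALP, purified; buffer or medium: sodium phosphate/NaCl buffer pH 7.4 with TCEP, IgG, Thesit; also added: fluorescent TMR peptide probe; schedule: 1 h incubation at room temperature before polarization reading; technique: fluorescence polarization from S- and P-plane intensities, G-factor corrected; control set: unlabelled peptide and DMSO controls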
phage Ecoli inh: growth loss of phage-infected E. coli, primary screen, RecBCD inhibitor project, absorbance, with phage, HTS; actives 0.26% (n = 360,000); inhibition, % at 11.9 µM; in the data active means inhibition above about 11%
PvdQ inh: P. aeruginosa PvdQ acylase inhibitors, primary screen, biochemical, fluorescence, plate reader and imaging, single point | PvdQ acylase [Pseudomonas aeruginosa LESB58] | purified PvdQ acylase | AID 488965, 2010 | actives 0.063% (n = 340,000) | inhibition, % at 10 µM; in the data active means inhibition above about 30%, passing the limit was not always enough;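 further: 0% = vehicle neutral wells and 100% = reference inhibitor wells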
Rtt109 Vps75: inhibitors of C. albicans Rtt109/Vps75 HAT, primary screen, biochemical, ThioGlo CoA-SH fluorescence, plate reader; Histone acetyltransferase RTT109 (Candida albicans (strain SC5314 / ATCC MYA-2876)), …; purified Rtt109/Vps75, 4 h; inhibition, % at 34.9 µM; actives 0.16% (n = 330,000);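 active means inhibition of at least 50% in every replicate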
Target sequence (Q5AAJ8 whole entry, looked up): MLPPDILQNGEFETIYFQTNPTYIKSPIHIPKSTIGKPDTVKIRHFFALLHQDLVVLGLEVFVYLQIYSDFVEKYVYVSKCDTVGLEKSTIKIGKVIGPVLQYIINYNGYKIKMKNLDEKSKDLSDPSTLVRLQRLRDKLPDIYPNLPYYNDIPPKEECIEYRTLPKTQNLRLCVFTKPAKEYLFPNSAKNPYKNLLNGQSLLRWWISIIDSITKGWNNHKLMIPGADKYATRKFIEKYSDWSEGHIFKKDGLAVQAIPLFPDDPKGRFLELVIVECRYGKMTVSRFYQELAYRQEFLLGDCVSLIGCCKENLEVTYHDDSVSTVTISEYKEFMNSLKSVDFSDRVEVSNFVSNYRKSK
PfHsp90 set2: growth inhibition of PfHsp90-expressing yeast, primary screen, antimalarial PfHsp90 inhibitor project, S. cerevisiae, BacTiter-Glo luminescence, single point, set 2. inhibition, % at 9.4 µM. BacTiter-Glo ATP, 48 h; yeast lacking PDR1 and PDR3 efflux regulators. actives 0.32% (n = 310,000);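 active means every replicate shows inhibition above about 80%, whatever the replicate mean, limit read from the data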;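 further: 0% = DMSO neutral controls and 100% = 20 µM radicicol positive controls; yeast relying on Plasmodium falciparum Hsp90 in place of its own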
AddAB inh: growth inhibition of E. coli expressing H. pylori AddAB, primary screen, AddAB inhibitor project, absorbance | inhibition, % at 11.9 µM | actives 0.29% (n = 330,000); in the data active means inhibition above about 12%;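 further: 0% = vehicle wells of infected cells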
Tat transport: E. coli Tat export inhibitors, primary screen, MC4100, TorA-mCherry reporter, fluorescence, single point | AID 488895, 2010 | actives 0.036% (n = 340,000) | inhibition, % at 10 µM;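 active means mean replicate inhibition at least 50% and at least half of replicates individually reaching 50%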;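 further: exported cargo escapes ClpAP degradation while cytoplasmic cargo is degraded and loses fluorescence; 0% = median of neutral control wells and 100% = median of NaSCN control wells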
Wnt act: Wnt/beta-catenin pathway activators, primary screen, cell-based, plate reader, single point | Wnt/beta-catenin reporter cell assay, activator | activation, % at 9.35 µM | actives 1.2% (n = 300,000) | AID 743398, 2014; in the data active means activation above about 30%, passing the limit was not always enough;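 further: 0% = neutral control wells and 100% = positive control wells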
Ecoli viability: E. coli V3065 growth inhibition, primary screen, counter-screen for AddAB inhibitor project, absorbance, OD600 | actives 0.27% (n = 330,000) | inhibition, % at 11.9 µM | 18 h;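 active means inhibition above the campaign's mean inhibition across all tested compounds plus 3 SD, cut at about 9.9% in these data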;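 further: uninfected addAB+ strain grown without phage in ampicillin broth; 0% = DMSO wells and 100% = ciprofloxacin 0.95 µg/ml wells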
* marks the source's active call; other numbers are inactive results.

`C=CCn1c(N)c(-c2nc3ccccc3n2C)sc1=S` gave DAGLB inhibitor 1, CAL PDZ FP -0.7, phage Ecoli inh 3.0, PvdQ inh 7, Rtt109 Vps75 -3, PfHsp90 set2 -4, AddAB inh -1.0, Tat transport 7 and Ecoli viability 1.1.
O=C(Nc1cccc(-c2cn3ccccc3n2)c1)c1cc2ccccc2oc1=O was read as DAGLB inhibitor -3, CAL PDZ FP -0.5, phage Ecoli inh 1.3, PvdQ inh -12, Rtt109 Vps75 -2, PfHsp90 set2 -56, AddAB inh 1.7, Tat transport 5, Wnt act 10 and Ecoli viability -1.4.
O=C(CSc1nnc(-c2ccncc2)n1Cc1ccco1)Nc1nc(-c2ccccc2)cs1 was read as DAGLB inhibitor -7, CAL PDZ FP -3.4, phage Ecoli inh 4.1, PvdQ inh -10, Rtt109 Vps75 -5, PfHsp90 set2 -4, AddAB inh 1.8, Tat transport -6, Wnt act 2 and Ecoli viability -3.1.
Cn1cnnc1SCC(=O)NCCC1=CCCCC1 was read as DAGLB inhibitor -2, CAL PDZ FP -0.6, phage Ecoli inh 1.4, PvdQ inh -3, Rtt109 Vps75 -9, AddAB inh 0.8, Tat transport -5, Wnt act 3 and Ecoli viability 0.3.
`O=C1CCCC(O)=C1C1NCCc2ccccc21` (stereo unspecified) gave DAGLB inhibitor -2, CAL PDZ FP 0.4, phage Ecoli inh 3.2, PvdQ inh -9, Rtt109 Vps75 2, PfHsp90 set2 -5, AddAB inh 0.9, Tat transport 3 and Ecoli viability 0.8.
Nn1c(COc2ccccc2F)nnc1SCC(=O)NC1CCCC1 was read as DAGLB inhibitor -2, CAL PDZ FP 0.3, phage Ecoli inh -0.6, PvdQ inh -1, Rtt109 Vps75 -3, PfHsp90 set2 6, AddAB inh 0.1, Tat transport -4, Wnt act 24 and Ecoli viability 2.6.
CC1CC1C(=O)Nc1nc(-c2cccs2)c(-c2cccs2)s1 (stereo unspecified) was read as DAGLB inhibitor 0, CAL PDZ FP 0.1, phage Ecoli inh -0.4, PvdQ inh -11, Rtt109 Vps75 1, PfHsp90 set2 -25, AddAB inh 3.9, Tat transport 4 and Ecoli viability 2.7.
CC1Nc2ncnc(N3CCc4ccccc4C3)c2N(Cc2ccc(Cl)cc2)C1=O (stereo unspecified) was read as DAGLB inhibitor 6, CAL PDZ FP -1.5, PvdQ inh -14, Rtt109 Vps75 9, PfHsp90 set2 17, AddAB inh 2.4, Tat transport 1 and Ecoli viability -2.9.
For CCOc1ccc(S(=O)(=O)NCCC(=O)NCCCSc2ccccc2)cc1 the results were DAGLB inhibitor -2, CAL PDZ FP -3.0, phage Ecoli inh 0.9, PvdQ inh 8, Rtt109 Vps75 5, AddAB inh 3.1, Tat transport -5, Wnt act 0 and Ecoli viability 0.2.
Screening Clc1ccc(Cl)c(OCc2cc(-c3ccccc3Cl)on2)c1 returned DAGLB inhibitor -1, CAL PDZ FP -1.8, phage Ecoli inh 4.1, PvdQ inh 10, Rtt109 Vps75 -13, PfHsp90 set2 19, AddAB inh 0.5, Tat transport 12 and Ecoli viability 1.0.
Cc1c(CC(=O)NCCCO)c(=O)oc2cc3c(cc12)CCC(C)(C)O3 was read as DAGLB inhibitor -1, CAL PDZ FP -1.1, phage Ecoli inh 3.0, PvdQ inh -4, Rtt109 Vps75 -11, PfHsp90 set2 12, AddAB inh -0.9, Tat transport -2, Wnt act 4 and Ecoli viability -2.9.
CCN(CC)S(=O)(=O)c1cccc(-c2n[nH]c(=S)n2C)c1 was read as DAGLB inhibitor -2, CAL PDZ FP 0.6, phage Ecoli inh 3.2, PvdQ inh 8, Rtt109 Vps75 20, PfHsp90 set2 25, AddAB inh 1.9, Tat transport -6, Wnt act -10 and Ecoli viability -0.6.
Screening Cc1ccc(S(=O)(=O)NCCc2ccccc2)cc1 returned DAGLB inhibitor -6, CAL PDZ FP -0.5, phage Ecoli inh 1.2, PvdQ inh 1, Rtt109 Vps75 6, PfHsp90 set2 -19, AddAB inh 0.6, Tat transport 2, Wnt act 10 and Ecoli viability 0.6.
Screening CCN(CC)S(=O)(=O)c1ccc(C(=O)NC(=S)N(CCC#N)Cc2cccnc2)cc1 returned DAGLB inhibitor 0, CAL PDZ FP 0.7, phage Ecoli inh 2.6, PvdQ inh -6, Rtt109 Vps75 1, PfHsp90 set2 -14, AddAB inh 3.0, Tat transport -1, Wnt act 0 and Ecoli viability -1.7.
`COc1cc(/C=C(\C#N)c2nnc(N3CCOCC3)n2-c2ccccc2)ccc1O` gave DAGLB inhibitor -2, CAL PDZ FP -1.9, phage Ecoli inh 4.1, PvdQ inh 4, Rtt109 Vps75 17, PfHsp90 set2 -15, AddAB inh 5.0, Tat transport -7, Wnt act 0 and Ecoli viability -2.9.
Screening Nc1ccc(-c2cnc(-c3ccc(N)cc3)nc2)cc1 returned DAGLB inhibitor 6, phage Ecoli inh 3.0, PvdQ inh -8, Rtt109 Vps75 -15, AddAB inh -0.6, Tat transport 2 and Ecoli viability -1.4.
Cc1ccnc(N2CCC(C(=O)Nc3ccc4c(c3)OCCO4)CC2)n1 was read as DAGLB inhibitor -3, CAL PDZ FP -0.5, phage Ecoli inh 3.9, PvdQ inh -15, Rtt109 Vps75 0, PfHsp90 set2 28, AddAB inh -1.4, Tat transport 1, Wnt act 1 and Ecoli viability 1.1.
O=C(NNc1ccccc1F)C1CCC1 was read as DAGLB inhibitor 0, CAL PDZ FP -0.2, phage Ecoli inh 1.1, PvdQ inh 9, Rtt109 Vps75 2, PfHsp90 set2 10, AddAB inh 5.3, Tat transport -2, Wnt act 0 and Ecoli viability 3.0.
O=C(NCc1nc(-c2ccccc2)no1)Nc1ccc(F)cc1 was read as DAGLB inhibitor -5, CAL PDZ FP -1.2, phage Ecoli inh 4.1, PvdQ inh -3, Rtt109 Vps75 4, PfHsp90 set2 -2, AddAB inh 0.6, Tat transport -4, Wnt act -2 and Ecoli viability 2.3.
O=C(c1cc2nc(-c3ccccc3)cc(-c3ccccc3)n2n1)N1CCN(C(=O)c2ccco2)CC1 was read as DAGLB inhibitor -2, CAL PDZ FP -6.6, phage Ecoli inh 0.4, PvdQ inh -1, Rtt109 Vps75 -17, PfHsp90 set2 -10, AddAB inh 0.6, Tat transport 16 and Ecoli viability -0.6.

Four successive compounds already listed, quoted:
Cc1ccnc(N2CCC(C(=O)Nc3ccc4c(c3)OCCO4)CC2)n1 was read as DAGLB inhibitor -3, CAL PDZ FP -0.5, phage Ecoli inh 3.9, PvdQ inh -15, Rtt109 Vps75 0, PfHsp90 set2 28, AddAB inh -1.4, Tat transport 1, Wnt act 1 and Ecoli viability 1.1.
O=C(NNc1ccccc1F)C1CCC1 was read as DAGLB inhibitor 0, CAL PDZ FP -0.2, phage Ecoli inh 1.1, PvdQ inh 9, Rtt109 Vps75 2, PfHsp90 set2 10, AddAB inh 5.3, Tat transport -2, Wnt act 0 and Ecoli viability 3.0.
O=C(NCc1nc(-c2ccccc2)no1)Nc1ccc(F)cc1 was read as DAGLB inhibitor -5, CAL PDZ FP -1.2, phage Ecoli inh 4.1, PvdQ inh -3, Rtt109 Vps75 4, PfHsp90 set2 -2, AddAB inh 0.6, Tat transport -4, Wnt act -2 and Ecoli viability 2.3.
O=C(c1cc2nc(-c3ccccc3)cc(-c3ccccc3)n2n1)N1CCN(C(=O)c2ccco2)CC1 was read as DAGLB inhibitor -2, CAL PDZ FP -6.6, phage Ecoli inh 0.4, PvdQ inh -1, Rtt109 Vps75 -17, PfHsp90 set2 -10, AddAB inh 0.6, Tat transport 16 and Ecoli viability -0.6.

Next section.
`O=C(Nc1cc(Sc2ccccn2)cc([N+](=O)[O-])c1)c1cccc(Cl)c1` gave DAGLB inhibitor -6, CAL PDZ FP 0.2, phage Ecoli inh 3.9, PvdQ inh 4, Rtt109 Vps75 4, PfHsp90 set2 -12, AddAB inh 2.4, Tat transport 21, Wnt act -1 and Ecoli viability 1.7.
Screening CCc1ccc(NC(=O)CN(CC(=O)Nc2ccc(CC)cc2)CC(C)O)cc1 (stereo unspecified) returned DAGLB inhibitor 0, CAL PDZ FP 0.7, phage Ecoli inh -1.6, PvdQ inh -14, Rtt109 Vps75 4, PfHsp90 set2 4, AddAB inh 0.8, Tat transport 16, Wnt act 1 and Ecoli viability 0.3.
For NC1=NC(=Nc2cccc(Cl)c2)c2ccccc21 the results were DAGLB inhibitor 2, CAL PDZ FP 0.1, phage Ecoli inh 2.9, PvdQ inh -1, Rtt109 Vps75 9, PfHsp90 set2 10, AddAB inh -0.1, Tat transport -5, Wnt act 1 and Ecoli viability 3.6.
For CN(C)S(=O)(=O)c1ccc(C(=O)OCC(=O)c2csc(N3CCCCC3)n2)cc1 the results were DAGLB inhibitor 1, CAL PDZ FP -1.8, phage Ecoli inh -0.1, PvdQ inh -15, Rtt109 Vps75 -1, PfHsp90 set2 -18, AddAB inh 1.2, Tat transport -14, Wnt act -4 and Ecoli viability -0.2.
Screening Cn1nnnc1SCC(=O)NCc1cc([N+](=O)[O-])ccc1O returned DAGLB inhibitor 2, CAL PDZ FP 0.1, phage Ecoli inh 2.9, PvdQ inh -3, Rtt109 Vps75 -2, PfHsp90 set2 6, AddAB inh 4.4, Tat transport -8, Wnt act -2 and Ecoli viability -1.2.
Screening O=C(Nc1ccc(C(=O)N2CCCCC2)cc1)C1CCCCC1 returned DAGLB inhibitor -2, CAL PDZ FP -0.7, phage Ecoli inh -0.7, PvdQ inh -9, Rtt109 Vps75 -3, PfHsp90 set2 -28, AddAB inh 1.1, Tat transport 4, Wnt act -3 and Ecoli viability -0.5.
Screening CCNC(=O)O/N=C(\C)c1sc(-c2ccccc2)nc1C returned DAGLB inhibitor -1, CAL PDZ FP -2.2, phage Ecoli inh 1.1, PvdQ inh -3, Rtt109 Vps75 -13, PfHsp90 set2 1, AddAB inh 1.2, Tat transport 5, Wnt act 9 and Ecoli viability 1.3.
Screening O=C(CNC(=O)c1ccc(Br)cc1)OCC(=O)c1ccccc1 returned DAGLB inhibitor -3, CAL PDZ FP -3.1, phage Ecoli inh 2.2, PvdQ inh -16, Rtt109 Vps75 3, PfHsp90 set2 -19, Tat transport -6 and Wnt act 0.
CC(C)(C)NC(=O)NC(=O)COC(=O)c1cccc(OC(F)F)c1 was read as DAGLB inhibitor -1, CAL PDZ FP 0.2, phage Ecoli inh -0.3, PvdQ inh -10, Rtt109 Vps75 2, AddAB inh -0.8, Tat transport -4, Wnt act 0 and Ecoli viability -0.6.
For COc1ccc(COCC(O)CN2CCCCC2)cc1OC (stereo unspecified) the results were DAGLB inhibitor 0, CAL PDZ FP -1.4, phage Ecoli inh 1.6, PvdQ inh 6, Rtt109 Vps75 1, PfHsp90 set2 -5, AddAB inh 1.7, Tat transport -10, Wnt act 1 and Ecoli viability 0.1.
